# LMP1 NFkB inh = inhibitors of Epstein-Barr LMP1-induced NF-kappaB reporter; inhibition, % at 12.5 µM; LMP1-induced NF-kappaB luciferase reporter cells, luminescence; AID 504558; actives 0.69% (n = 350,000); in the data active = inhibition above about 41%;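 note: 0% = neutral control wells and 100% = reference inhibitor control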
# Vif inh = blocks HIV Vif function. HEK293T cells, Vif self-association by quenched fluorescence, imaging, 24 h. inhibition, % at 7.49 µM. actives 0.35% (n = 340,000). AID 602346; in the data active = inhibition above about 50%, passing the limit was not always enough; note: some results filed as inactive read as strong as hits
# TROY signal inh = inhibitors of TROY-dependent NF-kB signaling; Q293 LMP1-TROYcd NF-kB luciferase reporter, 4 h; inhibition, % at 10 µM; actives 0.98% (n = 360,000); AID 1347056;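 active = compounds whose plate-normalised and pattern-corrected inhibition of the luciferase reporter signal at the single screening dose is 50% or more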
# NOD2-RIPK2 inh = blocks binding of human NOD2 to RIPK2; actives 0.38% (n = 360,000); AID 624267; inhibition, % at 4.98 µM; CHO BLA complementation NOD2-RIPK2, CCF4 ratio; in the data active = inhibition above about 21%;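 note: 0% = vehicle only and 100% = reference blocker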
# COUP-TFII inh = NR2F2 (human) inhibition, primary screen. HEK293T NGFI-A luciferase reporter, luminescence. actives 0.7% (n = 370,000). P24468. inhibition, % at 8.6 µM;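 active = inhibition above a per-plate cutoff, mean inhibition of test wells between control levels plus 3 SD, cut at about 38% in these data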;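 note: cells cotransfected with COUP-TFII expression vector driving the NGFI-A reporter; 0% = median of COUP-TF2 test wells and 100% = reporter-only cells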
# C8 TRAIL sens = caspase-8 TRAIL sensitization; NB7+C8 cells + TRAIL, ATPlite viability luminescence; inhibition (viability loss, TRAIL sensitization), % at 10 µM; actives 1% (n = 360,000);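 active = compounds causing at least 50% loss of cell viability in the single-dose screen, relative to plate controls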
# SRC3 inh = human NCOA3 inhibition; Q9Y6Q9; AID 588352; actives 0.17% (n = 360,000); inhibition, % at 3.6 µM; HEK293 GAL4-SRC3 luciferase reporter, luminescence;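 active = inhibition above a per-campaign cutoff, the mean of all compounds plus 3 SD, cut at about 60% in these data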;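 note: 0% = DMSO-treated cells and 100% = gossypol-treated cells at 36 µM; higher means less SRC3-driven luciferase light from the GAL4 reporter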
# TLR9-MyD88 inh = inhibitors of human TLR9-MyD88 binding | CHO BLA complementation TLR9-MyD88, CCF4 FRET ratio | AID 504734 | inhibition, % at 4.98 µM | actives 0.21% (n = 340,000);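 active = inhibition above the mean over all tested compounds plus 3 SD, cut at about 21% in these data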;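 note: 0% = DMSO only wells and 100% = clavulanate BLA inhibitor control wells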
# SRC2 inh = human SRC2 (NCOA2) inhibition; HEK293 GAL4-SRC2 luciferase reporter, luminescence; inhibition, % at 9 µM; actives 0.17% (n = 370,000);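 active = inhibition above the mean inhibition of all tested compounds plus 3 SD, set per campaign, cut at about 52% in these data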;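 note: 0% = DMSO treated cells and 100% = cells given Gossypol at 36 µM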
# Target sequence (Q15596 whole entry, looked up, the tested form may be a part): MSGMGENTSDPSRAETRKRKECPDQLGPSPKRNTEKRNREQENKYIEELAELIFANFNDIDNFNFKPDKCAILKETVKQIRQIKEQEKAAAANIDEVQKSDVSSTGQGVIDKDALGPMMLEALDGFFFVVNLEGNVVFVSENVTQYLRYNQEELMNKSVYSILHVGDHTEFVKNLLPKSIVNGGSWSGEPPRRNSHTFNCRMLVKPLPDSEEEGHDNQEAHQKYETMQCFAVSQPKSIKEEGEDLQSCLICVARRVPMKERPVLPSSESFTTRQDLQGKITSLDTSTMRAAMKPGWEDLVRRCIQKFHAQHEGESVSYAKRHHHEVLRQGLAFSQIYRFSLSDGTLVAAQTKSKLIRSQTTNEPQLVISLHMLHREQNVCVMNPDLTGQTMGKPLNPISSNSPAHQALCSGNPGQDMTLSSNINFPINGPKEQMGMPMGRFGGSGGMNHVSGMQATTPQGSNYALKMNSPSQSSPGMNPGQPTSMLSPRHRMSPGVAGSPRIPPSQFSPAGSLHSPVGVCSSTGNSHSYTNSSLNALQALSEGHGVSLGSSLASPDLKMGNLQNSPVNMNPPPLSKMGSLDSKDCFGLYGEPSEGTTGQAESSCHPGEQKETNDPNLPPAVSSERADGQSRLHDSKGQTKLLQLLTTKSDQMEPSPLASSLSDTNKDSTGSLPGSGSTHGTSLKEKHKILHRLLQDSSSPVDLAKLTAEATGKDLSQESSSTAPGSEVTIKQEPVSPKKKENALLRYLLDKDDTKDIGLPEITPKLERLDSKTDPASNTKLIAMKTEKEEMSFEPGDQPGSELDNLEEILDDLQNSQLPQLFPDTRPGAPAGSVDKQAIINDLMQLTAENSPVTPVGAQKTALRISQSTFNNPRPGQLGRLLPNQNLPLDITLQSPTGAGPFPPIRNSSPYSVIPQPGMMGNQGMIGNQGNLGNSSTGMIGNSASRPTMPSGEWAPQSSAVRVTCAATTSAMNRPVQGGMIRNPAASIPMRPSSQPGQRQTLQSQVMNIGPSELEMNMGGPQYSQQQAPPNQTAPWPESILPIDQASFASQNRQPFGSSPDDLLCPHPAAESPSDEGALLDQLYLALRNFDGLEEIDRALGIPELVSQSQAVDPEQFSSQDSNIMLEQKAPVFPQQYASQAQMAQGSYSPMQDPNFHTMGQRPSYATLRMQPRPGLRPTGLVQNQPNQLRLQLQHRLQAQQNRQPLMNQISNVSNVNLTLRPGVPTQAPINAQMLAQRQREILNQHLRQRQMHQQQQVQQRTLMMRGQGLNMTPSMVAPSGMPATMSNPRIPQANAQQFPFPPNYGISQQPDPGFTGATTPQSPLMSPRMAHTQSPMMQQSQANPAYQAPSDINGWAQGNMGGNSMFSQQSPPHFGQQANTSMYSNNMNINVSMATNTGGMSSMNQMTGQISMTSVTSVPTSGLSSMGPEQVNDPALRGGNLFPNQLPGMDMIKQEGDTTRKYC
# NR5A2 inv ag = inverse agonists of human LRH-1 (NR5A2); O00482; HEK293T StAR-luciferase reporter, LRH-1 transfected, 24 h; inhibition, % at 3.6 µM; actives 0.13% (n = 360,000); AID 602396;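 active = inhibition above the mean inhibition of all tested compounds plus 3 SD, cut at about 73% in these data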;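 note: 0% = DMSO wells and 100% = reporter-only cells lacking LRH-1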
# NCOA1 inh = inhibits human SRC1 coactivator; HEK293 GAL4-SRC1 luciferase reporter, luminescence; inhibition, % at 3.6 µM; actives 0.12% (n = 360,000); AID 588354;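 active = inhibition above the campaign mean plus 3 SD, with each screening campaign given its own cutoff, cut at about 60% in these data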;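 note: 0% = DMSO treated cells and 100% = gossypol at 36 µM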
# Starred values were filed as active, the others as inactive; x = no result given. The list is partial; rates above refer to the full screens.
SMILES,LMP1 NFkB inh,Vif inh,TROY signal inh,NOD2-RIPK2 inh,COUP-TFII inh,C8 TRAIL sens,SRC3 inh,TLR9-MyD88 inh,SRC2 inh,NR5A2 inv ag,NCOA1 inh
CCN(CC)C(=O)C1=C(C)N(Cc2ccccc2)C(=O)C(CC(=O)NCc2cccs2)C1 (centres undefined),-2,-2,0,2,-21,11,7,10,22,-3,-2
CCc1ccc(OCc2nnc(SCC(=O)NCC3CCCO3)n2C)cc1 (centres undefined),1,11,19,-7,5,-5,-5,4,13,15,0
CCCCCCCCCNC(=O)[C@H](NC(=O)COc1ccccc1)[C@@H]1NC(C(=O)OC)C(C)(C)S1 (some centres undefined),4,x,0,8,-1,-8,17,-7,-8,1,-15
O=C(NCc1ccccc1F)c1ccc2ccccc2n1,-1,-4,-21,-9,-14,4,11,-2,15,5,11
O=C(Nc1ccc(F)cc1)C1CCN(S(=O)(=O)c2cccc3nonc23)CC1,0,x,-77,-5,1,3,13,0,-9,-14,12
Cc1ccc(-c2nc3ccccc3[nH]2)cc1NC(=O)c1sc2cc(Cl)ccc2c1Cl,5,-14,-13,1,-18,5,10,-5,-10,6,6
COc1ccc(S(=O)(=O)N2CCOCC2)cc1C(=O)NCC(c1ccco1)N1CCCC1 (centres undefined),-2,23,-6,-9,-2,-10,14,3,14,-8,0
Cc1cccc(NC(=O)C(CCC(N)=O)NC(=O)OCc2ccccc2)c1 (centres undefined),-4,13,14,-11,-16,8,-9,-3,-9,7,-17
Cc1noc(C)c1C(=O)N1CCN(c2cccc(Cl)c2)CC1,2,27,-8,2,0,-3,7,-2,-25,7,-23
OC(c1ccccc1)c1nc2ccccc2s1 (centres undefined),-7,4,-9,-4,8,-3,-13,-12,-3,4,0
C#CCOCCOCCOCCNc1nc(N2CCOCC2)nc(N2CCN(C(=O)Cn3cc(CCCCN)nn3)CC2)n1,-8,4,7,-3,1,3,4,-5,-4,-1,5
CC(C)N(C(=O)c1sc2cc([N+](=O)[O-])ccc2c1Cl)C(C)C,14,-2,-18,-7,1,-14,5,0,-34,-11,2
C=CCn1c(SCC(=O)Nc2sccc2C(N)=O)nc2sc(C)c(C)c2c1=O,-3,-11,51*,-3,2,13,-4,-5,2,13,-4
CSc1oc(-c2ccccc2)nc1S(=O)(=O)c1ccc(C)cc1,-1,2,-6,-9,0,12,11,-5,12,-4,-12
Cc1ccc(-n2nnnc2-c2ccccc2)cc1,-6,-10,6,7,-3,1,-18,1,-39,6,19
COC(=O)[C@@]1(Cc2ccccc2)[C@H]2C(=O)N(Cc3ccccc3)C(=O)[C@H]2[C@H]2CN=C(SC)N21,-16,15,-25,-10,-17,4,1,5,-26,-11,-3
COc1ccc2c(c1)c[n+](C)c1c3cc(OC)c(OC)cc3ccc21,x,x,-1,-5,4,30,x,x,-16,61,x
COc1cc(-c2cc(C(=O)Nc3ccc(S(N)(=O)=O)cc3)c3ccccc3n2)cc(OC)c1OC,-6,-1,20,2,-15,11,-12,-9,-3,20,-2
CC1(C)S/C(=N/N=C/c2ccco2)NC1=O,-37,0,-17,-11,-6,-5,12,6,-21,-1,8
COCC(C)N1CCC(Oc2ccc(C(=O)N3CCCC3)cc2)CC1 (centres undefined),-1,22,-1,-4,-4,0,-3,1,-14,4,3
O=C(Nc1ccccc1-c1nnn(CC(=O)N2CCCc3ccccc32)n1)c1ccco1,8,-5,2,-3,6,12,-32,0,-13,0,-5
CN1CCN(C(=O)/C(=C\c2ccccc2)c2ccccc2)CC1,1,2,8,4,-10,-7,-15,11,9,-2,5
CCCOCC(O)CC(CC)C(=O)NNC(=S)Nc1ccccc1 (centres undefined),-6,0,-56,-12,-16,6,9,-1,7,-6,7
COc1cc(-c2ccc3oc(-c4cccc(C)c4)c(C#CC4(O)CCCCC4)c3c2)cc(OC)c1OC,-6,-1,3,-2,6,-13,4,5,13,19,-4
CCCn1nnnc1NCc1cccc(Cl)c1,-1,0,3,-1,-7,-10,-30,0,-8,11,-8
CCOc1ccc(S(=O)(=O)N(C)C)cc1-c1nc2c(C(C)(C)C)nn(C)c2c(=O)[nH]1,-2,4,-5,-9,8,-17,16,0,12,-9,-1
CCCn1c(N)c(N2CCCCC2)c(=O)n(CC(=O)Nc2ccccc2C(F)(F)F)c1=O,-1,2,-2,-3,-4,-5,-8,8,7,-2,-6
CN(CCCn1c(=S)[nH]c2ncccc2c1=O)Cc1ccccc1,5,10,-1,-5,1,-4,14,7,-2,-16,-1
O=C(c1ccccc1)N1CCN(c2ncccn2)CC1,-1,7,-8,-6,-24,-10,10,1,12,-4,0
CCS(=O)(=O)N1Cc2ccccc2CC1C(=O)Nc1ccc(F)c(F)c1 (centres undefined),-13,1,-5,-5,-18,4,-44,-5,-26,-54,-11
COc1ccc(OC)c(CN2C(=O)CSCC2(C)C(=O)NC(C)C)c1 (centres undefined),x,x,x,-8,-19,-15,x,x,-10,10,x
OC(COc1ccccc1)CN1CCN(Cc2ccc3c(c2)OCO3)CC1 (centres undefined),3,3,-2,-6,-4,-2,14,-3,-7,2,14
c1ccc(Cn2nnnc2C(c2cccs2)N2CCc3ccccc3C2)cc1 (centres undefined),9,x,13,-9,x,-4,19,-11,x,10,0
CCCC(NC(=O)CCc1c(C)c2cc3c4c(oc3c(C)c2oc1=O)CCCC4)C(=O)O (centres undefined),5,1,21,1,32,6,11,1,52,-1,-23
Cn1cnnc1SCC(=O)NN1C(=O)NC(C)(c2ccccc2)C1=O (centres undefined),-13,-11,10,-6,13,-13,7,2,30,-14,9
CCCn1nnc(NC(=O)c2ccccc2Br)n1,-2,7,-10,-1,-11,-13,-36,7,-35,-29,-51
COc1ccccc1S(=O)(=O)N(C)C[C@H]1Oc2cc(Br)ccc2S(=O)(=O)N([C@@H](C)CO)C[C@H]1C,0,x,-7,9,18,4,-5,-14,-15,0,-29
Cc1ccc(N2C(=O)CCC2(C(N)=O)c2ccccc2)cc1 (centres undefined),0,4,11,-4,3,9,21,-8,-20,-15,-4
Cc1oc(-c2ccccc2F)nc1CS(=O)(=O)CC(=O)N1CCOCC1,3,-1,-4,4,-6,11,-20,-1,5,-18,-6
COCCNC(=O)C(c1ccc(C)o1)N(CC1CCCO1)C(=O)Cn1nnc2ccccc21 (centres undefined),-1,x,-22,8,5,-2,16,-6,-8,5,-10
CCc1sc(/C=C(/C#N)C(N)=S)cc1[N+](=O)[O-],-5,-26,1,5,-4,-2,5,6,-16,-10,7
Cc1cc(/C=C2\NC(=O)NC2=O)c(C)n1-c1cccnc1,x,7,4,2,5,5,-2,x,-5,-2,1
CN(C)/C=C/C(=O)c1ccc2noc(-c3ccccc3)c2c1,60*,2,-24,2,-11,4,38,-5,13,-10,42
COc1ccc(NC(=O)CCCOc2ccc(Cl)c(C)c2)cc1S(=O)(=O)N1CCOCC1,3,-15,25,5,18,7,4,-11,1,1,4
COc1ccccc1NC(=O)CN1C(=O)COc2ccc(S(=O)(=O)N3CCC(C)CC3)cc21,2,1,4,5,14,-6,14,5,2,-10,-12
Cc1ccc(NC(=O)C2(C)CCN2C(=O)C2(c3ccc(Cl)cc3)CC2)cc1 (centres undefined),x,9,13,8,13,8,-25,x,21,-23,-16
Cc1nn(-c2ccccc2)nc1CNS(C)(=O)=O,-6,-6,15,-3,6,-9,4,-7,22,-6,-5
O=C(NCC(O)c1ccc([N+](=O)[O-])cc1)C1=COCCO1 (centres undefined),2,-9,-4,-2,0,-2,6,-11,14,-9,-3
O=C(NCC(=O)N(c1cccc(F)c1)C(C(=O)NCC1CCCO1)c1ccccc1)c1ccco1 (centres undefined),4,0,-3,-10,7,-12,-8,-5,-13,2,-3
O=C(O)CSc1nc2ccc(Cl)cc2[nH]1,-5,3,-16,-14,-1,9,2,6,-12,8,-4
N#CCCN(C(=O)COC(=O)CCNS(=O)(=O)c1ccccc1)c1ccccc1,5,x,3,9,-11,-10,-5,2,18,-15,-12
O=C(Nc1ccc2c(c1)OCCO2)C1c2ccccc2OCC(=O)N1C1CC1 (centres undefined),x,x,-1,-6,-19,1,x,x,8,2,x
Cc1ccc(SCCOCCN2CCOCC2)cc1,7,8,1,3,16,-7,5,-10,-9,-9,-7
Cc1ccc(-n2nc3ccc(NC(=O)c4ccco4)cc3n2)cc1,-31,2,-28,-7,-45,-6,-60,-1,-18,-70,-74
O=C(CSc1ccc2nnc(-c3ccccn3)n2n1)Nc1ccc2c(c1)OCO2,-6,-4,-17,16,-2,6,-21,10,-15,-24,-8
CCCCCC(=O)N1C[C@H](O)[C@@H](n2cc(-c3ccc(F)cc3)nn2)C[C@@H]1c1ccc(OC)cc1,4,-3,13,-6,10,6,-5,-11,16,-8,-8
CCC(C)NS(=O)(=O)c1ccc(NC(=O)C(Sc2ccccc2)c2ccccc2)cc1 (centres undefined),-9,3,41,-9,-30,8,1,-5,2,12,6
Cc1cccc(-c2ccc3c(c2)C2CC3CCN2C)c1 (centres undefined),-5,x,4,0,5,12,10,2,-4,25,1
Cn1cnnc1Sc1ccc(C(=O)NCCC(c2ccccc2)c2ccccc2)cc1[N+](=O)[O-],3,-8,-4,-4,9,-8,2,-16,12,-8,-14
CCN(CC)P(=O)(Nc1ccccc1Br)c1ccc(N(C)C)cc1NC(=O)c1ccco1 (centres undefined),-8,-1,10,3,-4,1,-2,-7,-11,6,11

# The listing continues:
SMILES,LMP1 NFkB inh,Vif inh,TROY signal inh,NOD2-RIPK2 inh,COUP-TFII inh,C8 TRAIL sens,SRC3 inh,TLR9-MyD88 inh,SRC2 inh,NR5A2 inv ag,NCOA1 inh
CCS(=O)(=O)c1ccc(O)c(NC(=O)NC2CCCCC2)c1,-5,-5,-8,-7,-14,17,-2,3,-9,-24,-8
O=C(NC(=S)N1CCN(c2ccc(C(F)(F)F)cc2[N+](=O)[O-])CC1)c1cccs1,13,-2,-37,1,-5,51*,16,-3,10,21,-11
Brc1ccccc1C1Nc2cccc3cccc(c23)N1,9,1,-17,-1,20,-5,23,-7,-10,31,9
CCOc1ccc2c(c1)nc(SCC(=O)c1ccc(Br)s1)n2C,7,0,2,4,-14,13,1,6,0,30,8
CCC(=O)N1CCc2cc(S(=O)(=O)N3CCN(c4ccccc4)CC3)ccc21,-1,13,3,-13,-5,7,27,11,-3,22,-8
O=C(Nc1ncccn1)c1cccc(Cl)c1,x,-4,-16,-1,3,-4,3,x,-8,-5,1
COc1ccc(CNC(=O)CSc2ncnc3nc[nH]c23)cc1,4,9,-10,-1,-13,-24,-12,0,1,4,-12

# Whole records, looked up by structure. Order of values: LMP1 NFkB inh	Vif inh	TROY signal inh	NOD2-RIPK2 inh	COUP-TFII inh	C8 TRAIL sens	SRC3 inh	TLR9-MyD88 inh	SRC2 inh	NR5A2 inv ag	NCOA1 inh
# Cc1ccc(NC(=O)C2(C)CCN2C(=O)C2(c3ccc(Cl)cc3)CC2)cc1 (centres undefined) as listed: x	9	13	8	13	8	-25	x	21	-23	-16
# CCN(CC)P(=O)(Nc1ccccc1Br)c1ccc(N(C)C)cc1NC(=O)c1ccco1 (centres undefined) as listed: -8	-1	10	3	-4	1	-2	-7	-11	6	11

# As entered above:
# `Cc1oc(-c2ccccc2F)nc1CS(=O)(=O)CC(=O)N1CCOCC1` | LMP1 NFkB inh = 3
# `CCS(=O)(=O)N1Cc2ccccc2CC1C(=O)Nc1ccc(F)c(F)c1` (centres undefined) | SRC2 inh = -26
# `O=C(NCC(O)c1ccc([N+](=O)[O-])cc1)C1=COCCO1` (centres undefined) | SRC2 inh = 14

# Compound activity as filed in PubChem.
